# EPAC2 antag: blocks human EPAC2 exchange factor. EPAC2 GEF exchange of Rap1B-BODIPY-GDP, fluorescence. Potency, µM (highest dose often 114 µM), for inactives: top-dose activity, negative = inhibition, hits mostly inhibitors. 360,000 tested, 0.18% active. Q8WZA2; further: on the % scale 0 is the no-effect control and ±100 the full control effect; nearly all actives have a fitted effect of over 45% in size; many of its hits are not listed in these tables
# Target sequence (Q8WZA2 whole entry, looked up): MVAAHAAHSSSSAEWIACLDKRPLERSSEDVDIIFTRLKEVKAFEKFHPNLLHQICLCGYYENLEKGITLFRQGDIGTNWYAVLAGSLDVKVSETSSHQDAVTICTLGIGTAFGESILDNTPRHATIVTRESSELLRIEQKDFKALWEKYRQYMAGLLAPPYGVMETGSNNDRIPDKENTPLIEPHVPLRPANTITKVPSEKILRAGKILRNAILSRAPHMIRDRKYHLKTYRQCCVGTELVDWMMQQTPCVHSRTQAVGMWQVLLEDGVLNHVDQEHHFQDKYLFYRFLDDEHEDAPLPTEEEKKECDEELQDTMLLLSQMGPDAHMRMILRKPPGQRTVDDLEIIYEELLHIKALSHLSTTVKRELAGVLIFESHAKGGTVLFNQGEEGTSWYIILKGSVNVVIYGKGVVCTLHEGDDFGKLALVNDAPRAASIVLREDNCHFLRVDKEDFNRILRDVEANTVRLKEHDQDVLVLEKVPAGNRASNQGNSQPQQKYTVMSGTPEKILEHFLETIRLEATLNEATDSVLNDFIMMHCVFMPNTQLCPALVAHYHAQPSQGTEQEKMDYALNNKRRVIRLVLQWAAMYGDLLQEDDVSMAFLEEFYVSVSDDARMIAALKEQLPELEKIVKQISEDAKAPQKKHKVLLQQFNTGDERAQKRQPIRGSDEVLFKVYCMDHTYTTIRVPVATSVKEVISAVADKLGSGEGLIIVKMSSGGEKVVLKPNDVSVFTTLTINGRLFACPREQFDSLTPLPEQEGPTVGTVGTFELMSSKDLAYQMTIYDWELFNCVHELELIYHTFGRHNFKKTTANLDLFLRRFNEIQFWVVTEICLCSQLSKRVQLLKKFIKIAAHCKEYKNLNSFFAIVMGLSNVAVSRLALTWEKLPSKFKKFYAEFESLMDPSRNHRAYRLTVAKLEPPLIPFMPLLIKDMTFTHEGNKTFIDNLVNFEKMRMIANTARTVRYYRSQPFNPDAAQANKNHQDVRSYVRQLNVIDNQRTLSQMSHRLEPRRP
# MCF10A rereplic: inducers of DNA re-replication in MCF 10A breast cells. Potency, µM (doses to about 46.1 µM), for inactives: at the highest dose activity, positive = re-replication, actives largely listed as activators. 350,000 tested, 2.9% active. AID 624296. MCF 10A DNA re-replication, Hoechst nuclear intensity, 48 h; further: % of control where 0% means no effect; nearly all actives have a fitted effect of over 50% in size
# ATXN2 expr inh: ATXN2 expression inhibition; HEK-293 ATXN2-luciferase reporter, luminescence, 24 h; Potency, µM (doses to about 57 µM), inactives show at the top dose activity change, negative = inhibition, actives largely listed as inhibitors; 360,000 tested, 0.72% active; AID 1745845; further: on the % scale 0 is the no-effect control and ±100 the full control effect; nearly all actives have a fitted effect of over 55% in size
#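 ATXN2-luciferase reporter cells (luciferase flanked by upstream and downstream ATXN2 gene portions) were treated 24 h at 37 °C with compounds at up to 57 uM. SteadyGlo luminescence gave expression; GF-AFC fluorescence gave viability.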
# Nrf2 ARE act: activators of Nrf2 (ARE) signaling | AREc32 ARE-luciferase reporter (MCF7-derived line), luminescence, 24 h | Potency, µM (top dose mostly 46.1 µM), for inactives: at the top dose activation, usual class: activators | 410,000 tested, 0.31% active | AID 624171; further: % of control where 0% means no effect; nearly all actives have a fitted effect of over 65% in size
#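 AREc32_Fluc, 1000 cells/well, OPTI-MEM + 5% FBS, o/n 37 deg C 5% CO2; 23 nL cpd by pin tool, 24 hr; Steady-Glo 30 min RT, luminescence.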
# ATXN viability: reduces viability in counter-screen for ATXN expression inhibitors; AID 651635; Potency, µM (top dose mostly 56.7 µM), actives largely listed as cytotoxic; 400,000 tested, 0.49% active; S2 cells (HEK-293 line with an ATXN2-luciferase reporter) viability, CellTiter-Fluor protease fluorescence, 24 h; further: nearly all actives have a fitted effect of over 40% in size
# TGFb inhibitor: blocks TGF-b signaling | AID 588855 | 410,000 tested, 1.2% active | Potency, µM (series often up to 46.1 µM), inactives show top-dose activity, negative = inhibition, actives largely listed as inhibitors | HepG2 CAGA-GFP TGF-b/SMAD3 reporter, GFP fluorescence, 18 h; TGF-beta stimulated, 500 pg/mL final; further: on the % scale 0 is the no-effect control and ±100 the full control effect; nearly all actives have a fitted effect of over 65% in size
#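 Cell-based qHTS in HEPG2 carrying a CAGA-GFP Smad reporter; compounds added before 500 pg/mL final TGF-beta, 18 h incubation at 37 degrees C, GFP fluorescence quantified per cell by imaging cytometry.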
# HepG2 viability: kills HepG2 cells in TGF-b inhibitor counter-screen | HepG2 CAGA-GFP viability, ATP luminescence, 18 h | Potency, µM (series often up to 46.1 µM), inactives show at the highest dose activity change, negative = cytotoxicity, hits mostly cytotoxic | 410,000 tested, 0.76% active | AID 588856; further: some results filed as inactive show a strong effect at the top dose
#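 CellTiter-Glo luminescence gave cytotoxicity after 18 hours at 37 degrees C. The cells were HepG2 CAGA-GFP in 1% FBS DMEM, stimulated with 500 pg/mL TGF-beta after compound addition. %Activity was normalised to no-cell wells (complete cell-killing) and DMSO (no toxicity), and curves were fitted and classified.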
# Nrf2 inh: inhibitors of Nrf2 signaling; A549 ARE-Fluc reporter, luciferase luminescence, 18-24 h; Potency, µM (doses to about 46 µM), without a hit: at the top dose activity change, negative = inhibition, hits mostly inhibitors; 360,000 tested, 2.1% active; AID 504444; further: on the % scale 0 is the no-effect control and ±100 the full control effect; nearly all actives have a fitted effect of over 60% in size
#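 Two sequential reads on A549 ARE_Fluc cells exposed to compound for 18-24 h: a CellTiter-Fluor fluorescence read for viability, then a luciferase luminescence read for Nrf2/ARE activity.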
# A549 tox: kills or reduces viability of A549 cells in Nrf2 counter-screen | A549 ARE-Fluc cells, CellTiter-Fluor viability, 18-24 h | Potency, µM (top dose mostly 46 µM), inactives show at the highest dose activity change, negative = cytotoxicity, actives largely listed as inhibitors | 390,000 tested, 0.16% active; further: on the % scale 0 is the no-effect control and ±100 the full control effect
#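 Cytotoxicity counterscreen: CellTiter-Fluor fluorescence was measured in A549 ARE_Fluc cells after 18-24 h of compound exposure in a concentration series. The subsequent BugLite luminescent read reports ARE-luciferase activity.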
# Numbers without * were called inactive; i = inactive; ? = inconclusive; · = not tested or not shown; & = joins results of further samples; [ ] = dose if it differs, or a comment. The call rests on the fitted dose curve; in most records, active means well fitted curve in the direction sought with a large enough effect; inconclusive means small, poorly fitted or top-dose-only effect, or another doubt; inactive means no such curve, though single readings can be large; an effect the other way counts as inactive or inconclusive. Potency means the concentration at half of the fitted maximal effect. These rows are one share of the data, so the mix of outcomes need not match the whole.
Molecule	Nrf2 inh	ATXN2 expr inh	A549 tox	EPAC2 antag	HepG2 viability	ATXN viability	MCF10A rereplic	TGFb inhibitor	Nrf2 ARE act
CC[C@@H](C)[C@H](CNC)NC[C@@H](Cc1cccc2ccccc12)NCCc1cccc(C(F)(F)F)c1	5%	-22%	1%	5%	-110%	35µM*	?	?	-6.2%
CCCc1nnc(NC(=O)c2cc(=O)c3ccccc3o2)s1	?	35%	0%	·	3%	i	·	8%	5.6%
C/C(=N\Nc1ccc(S(N)(=O)=O)cc1[N+](=O)[O-])c1cccnc1	-14%	-9%	2%	3%	34%	i	6%	31%[activator]	-0.2%
O=C(NCCCN1CCCC1=O)c1ccc(S(=O)(=O)Nc2ccccc2F)cc1	-16%	-6%	-2%	3%	4%	i	-2%	-9%	0.4%
C[C@H](NC(=O)c1nc[nH]c1C(=O)N[C@@H](Cc1ccccc1)C(=O)OC(C)(C)C)C(=O)OCc1ccccc1	2%	-5%	-2%	-18%	-29%	i	?	?	0.6%
CC(NC(=O)C(C)N1c2cccc3cccc(c23)S1(=O)=O)c1ccccc1 (configuration not stated)	-12%	-5%	1%	-12%	-5%	i	13%	-23%	2.7%
COc1ccccc1-n1c(SCC(=O)Nc2cc(C)on2)nc2c([nH]c3ccccc32)c1=O	-11%	8%	-18%	4%	-20%	?	?	-26%	6.2%
O=C(NC(Cc1c[nH]c2ccccc12)C(=O)O)/C(=C\c1ccccc1)NC(=O)c1ccccc1 (configuration not stated)	-11%	-2%	-13%	7%	-5%	i	-2%	11%	-0.2%
O=C(CCN1C(=O)S/C(=C\c2ccccc2)C1=O)N1CCOCC1	8%	49%[activator]	2%	2%	-17%	i	0%	-1%	4.4%
Fc1ccc(Nc2nc(NCc3ccco3)nc3nccnc23)cc1	·	·	-3%	·	-1%	·	·	2%	·
CC1=C([N+](=O)[O-])C(c2ccc3c(c2)OCO3)N(C)C(=O)N1C (configuration not stated)	?	-21%	0%	1%	-1%	i	?	1%	0.6%
c1ccc(-c2cn3ccccc3n2)cc1	?	-16%	2%	0%	-29%	i	2%	-20%	25%
O=C(Cn1c(=O)n(CCC(=O)N2CCc3ccccc3C2)c(=O)c2ccccc21)NCC1CCCO1 (configuration not stated)	9%	3%	-1%	4%	2%	i	3%	13%	0.1%
O=C(CN1CCN(c2ccccn2)CC1)N1CCc2ccccc21	-3%	8%	1%	-6%	-10%	i	1%	-1%	-0.7%
Cc1ccnc(NS(=O)(=O)c2ccc(NC(=O)Cc3ccc(Cl)cc3)cc2)n1	-16%	21%	1%	?	3%	i	2%	-1%	-0.8%
Cc1ccc2[nH]c(CCN(C)C)c(CN3CCOCC3)c2c1	?	0%	-19%	2%	-2%	i	-5%	2%	-0.7%
O=C(c1ccc2nccnc2c1)N1CCN(c2cccc(C(F)(F)F)c2)CC1	9%	-18%	3%	-10%	7%	i	-8%	-4%	-0.3%
COc1ccc(-c2c(-c3ccc4c(c3)OCO4)noc2C)cn1	0%	13%	9%	?	0%&-6%	i	34%	-3%&-1%	4.3%
CC(=O)c1ccccc1NC(=O)CSc1nc2ccccc2c(=O)n1CCCN1CCOCC1	0%	2%	-1%	-9%	2%	i	0%	-11%	-1.1%
COc1ccc(OCC(=O)Nc2ccccc2Cl)cc1	4%	·	-9%	-5%	1%	i	-2%	19%	-0.2%
CS(=O)(=O)N1CCC(C(=O)Nc2ccccc2Sc2ccccc2)CC1	-23%	?	-8%	1%	-13%	i	6%	-8%	0.2%
Cc1cc(NC(=O)c2ccc(NC(=O)CC(C)C)cc2)no1	?	·	-7%	7%	5%	·	-1%	6%	0.3%
Cc1noc(C)c1S(=O)(=O)N(CC(=O)NCCc1ccc(Cl)cc1)c1ccc(C(C)C)cc1	9%	1%	1%	·	-14%	i	·	-1%	-1.2%
O=C(Nc1cccnc1)c1cccc(S(=O)(=O)N2CCCC2)c1	-2%	-8%	8%	-3%	-24%	i	-23%	0%	0.5%
CNC(=O)c1c(O)c2cccc3c2n(c1=O)CC3	3%	-34%	-4%	-2%	13%	i	?	0%	0.3%
CCc1ccc(OCC(=O)Nc2ccc(CN3CCCCC3)cc2)cc1	-7%	-2%	3%	-12%	-8%	i	?	6%	-0.2%
Cc1ccc(C2(C)NC(=O)N(CC(=O)Nc3ccc(-c4nc5ccc(C)cc5s4)cc3)C2=O)cc1 (configuration not stated)	?	5%	-10%	-7%	-20%	i	18µM*	-29%	2.1%
COc1ccc(NC(=O)CN2C(=O)CSc3ccc(S(=O)(=O)N4CCC(C)CC4)cc32)cc1	-27%	5%	-13%	-7%	0%	?	0%	-13%	0.3%
CC1CN(CCn2cnc3c(N)ncnc32)CC(C)O1 (configuration not stated)	-10%	5%	7%	9%	2%	i	3%	-1%	1.0%
Cn1c(=O)n(Cc2ccco2)c(=N)c2c3c(sc21)CCC3	·	-5%	35%	-3%	-14%	i	-25%	-3%	-0.6%
COc1cccc(/C=C/C(=O)OCC(=O)Nc2cccc(S(=O)(=O)N3CCCCC3)c2)c1OC	?	-8%	-18%	-1%	2%	i	9%	19%	2.6%
COc1ccc(-n2c(CC3C(=O)N(C)c4ccc(C)cc43)nc3ccccc3c2=O)cc1 (configuration not stated)	10%	-8%	0%	·	-4%	?	·	0%	9.2%
NC(=O)C1(N2CCCCC2)CCN(c2nc(-c3ccc(Br)cc3)cs2)CC1	?	-27%	-6%	-4%	-31%	i	?	16%	0.0%
CCOC(=O)c1c(-c2ccc(OC)cc2)csc1/N=C/C1C(=O)CCCC1=O	8%	-15%	-1%	-5%	16µM*	i	?	37%[activator]	9.0%
COc1ccc(CCNC(=O)CSc2nc3[nH]ncc3c(=O)n2-c2ccccc2Br)cc1OC	-4%	·	1%	6%	-1%	i	0%	2%	-0.1%
O=C(CSc1nnc(CNc2cccc(Cl)c2)o1)OC1CCCCC1	5%	5%	-15%	-15%	-1%	i	5%	-1%	0.2%
CCN(CC(=O)Nc1ccccc1OC)C(=O)Cn1cnc2ccccc2c1=O	·	5%	-1%	-4%	-2%	i	-22%	1%	-0.5%
CN(C)S(=O)(=O)c1ccc(C(=O)Nc2nnc(SCC(=O)NCC3CCCO3)s2)cc1 (configuration not stated)	?	2%	-3%	11%	17%	i	4%	11%	-0.8%
N#Cc1cc2c(nc1SCC(=O)Nc1nccs1)CCCCC2	?	45%[activator]	-13%	9%	-18%	·	3.7µM*	34%[activator]	-0.4%
CC(C)N(C(=O)[C@H]1C[C@H](CC(=O)NCC23CC4CC(CC(C4)C2)C3)C(=O)N2CCc3c([nH]c4cc(CCC(=O)N(C)C)ccc34)[C@]12C)C(C)C	21µM*	?	?	-13%	-72%	25µM*	?	?	-1.4%
O=C(CSc1ccc2nnc(-c3cccnc3)n2n1)Nc1cccc(F)c1	-6%	4%	-5%	-3%	-2%	?	0%	1%	4.9%
COc1ccccc1CC(=O)Nc1cc(Cl)ccc1O	5%	3%	-9%	8%	-2%	i	-1%	-19%	10%

# Reformatted with values under each structure: part of the list above
# Every second line gives: Nrf2 inh, ATXN2 expr inh, A549 tox, EPAC2 antag, HepG2 viability, ATXN viability, MCF10A rereplic, TGFb inhibitor, Nrf2 ARE act
> CCc1ccc(OCC(=O)Nc2ccc(CN3CCCCC3)cc2)cc1
  -7%, -2%, 3%, -12%, -8%, i, ?, 6%, -0.2%
> Cc1ccc(C2(C)NC(=O)N(CC(=O)Nc3ccc(-c4nc5ccc(C)cc5s4)cc3)C2=O)cc1 (configuration not stated)
  ?, 5%, -10%, -7%, -20%, i, 18µM*, -29%, 2.1%
> COc1ccc(NC(=O)CN2C(=O)CSc3ccc(S(=O)(=O)N4CCC(C)CC4)cc32)cc1
  -27%, 5%, -13%, -7%, 0%, ?, 0%, -13%, 0.3%
> CC1CN(CCn2cnc3c(N)ncnc32)CC(C)O1 (configuration not stated)
  -10%, 5%, 7%, 9%, 2%, i, 3%, -1%, 1.0%
> Cn1c(=O)n(Cc2ccco2)c(=N)c2c3c(sc21)CCC3
  ·, -5%, 35%, -3%, -14%, i, -25%, -3%, -0.6%
> COc1cccc(/C=C/C(=O)OCC(=O)Nc2cccc(S(=O)(=O)N3CCCCC3)c2)c1OC
  ?, -8%, -18%, -1%, 2%, i, 9%, 19%, 2.6%
> COc1ccc(-n2c(CC3C(=O)N(C)c4ccc(C)cc43)nc3ccccc3c2=O)cc1 (configuration not stated)
  10%, -8%, 0%, ·, -4%, ?, ·, 0%, 9.2%
> NC(=O)C1(N2CCCCC2)CCN(c2nc(-c3ccc(Br)cc3)cs2)CC1
  ?, -27%, -6%, -4%, -31%, i, ?, 16%, 0.0%
> CCOC(=O)c1c(-c2ccc(OC)cc2)csc1/N=C/C1C(=O)CCCC1=O
  8%, -15%, -1%, -5%, 16µM*, i, ?, 37%[activator], 9.0%
> COc1ccc(CCNC(=O)CSc2nc3[nH]ncc3c(=O)n2-c2ccccc2Br)cc1OC
  -4%, ·, 1%, 6%, -1%, i, 0%, 2%, -0.1%
> O=C(CSc1nnc(CNc2cccc(Cl)c2)o1)OC1CCCCC1
  5%, 5%, -15%, -15%, -1%, i, 5%, -1%, 0.2%
> CCN(CC(=O)Nc1ccccc1OC)C(=O)Cn1cnc2ccccc2c1=O
  ·, 5%, -1%, -4%, -2%, i, -22%, 1%, -0.5%
> CN(C)S(=O)(=O)c1ccc(C(=O)Nc2nnc(SCC(=O)NCC3CCCO3)s2)cc1 (configuration not stated)
  ?, 2%, -3%, 11%, 17%, i, 4%, 11%, -0.8%

# Assay outcomes: PubChem, National Center for Advancing Translational Sciences (NCATS)
